Source: PubChem BioAssay (National Center for Advancing Translational Sciences (NCATS))
Pol iota inh: blocks human DNA polymerase iota activity. Q9UNA4. Potency, µM (top dose mostly 115 µM), inactives show top-dose activity, negative = inhibition, usual class: inhibitors. 1% of 390,000 active. Pol iota fluorescent replication assay, 10 min
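Pol iota at 10 nM preincubated 15 min with compounds at room temperature; reaction started with fluorescent substrate, 50 nM final. Fluorescence read kinetically at 0 and 10 min; buffer-only wells as negative control.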
POLB inh: blocks human DNA polymerase beta activity; 1.3% of 340,000 active; Pol beta primer extension/strand displacement, fluorescence kinetic; Potency, µM (series often up to 114 µM), without a hit: top-dose activity change, negative = inhibition, actives largely listed as inhibitors; further: on the % scale 0 is the no-effect control and ±100 the full control effect
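Pol beta (10 nM) was preincubated with compound for 15 min at room temperature. The reaction was then started with 50 nM substrate and read immediately and after a further 10 min at room temperature.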
APEX1 inh: APE1 (human) endonuclease inhibition | P27695 | recombinant APE1, TAMRA/BHQ-2 abasic DNA cleavage fluorescence | Potency, µM (doses to about 65.8 µM), for inactives: at the highest dose activity change, negative = inhibition, hits mostly inhibitors | 0.35% of 350,000 active | AID 2517;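 further: plate controls were vehicle for no effect and reference inhibitor for full effect; nearly all actives have a fitted effect of over 55% in size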
Target sequence (P27695 whole entry, looked up): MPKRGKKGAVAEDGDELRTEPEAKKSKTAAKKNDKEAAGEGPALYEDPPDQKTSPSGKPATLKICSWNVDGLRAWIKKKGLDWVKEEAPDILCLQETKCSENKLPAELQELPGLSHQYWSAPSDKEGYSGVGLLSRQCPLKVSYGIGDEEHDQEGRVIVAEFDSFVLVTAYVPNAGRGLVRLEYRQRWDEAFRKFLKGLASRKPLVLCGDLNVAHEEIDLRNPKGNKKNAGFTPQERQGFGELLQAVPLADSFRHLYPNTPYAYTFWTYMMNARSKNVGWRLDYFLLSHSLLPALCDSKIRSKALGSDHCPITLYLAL
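Measures dequenching upon AP-site incision of a 5'-TAMRA/3'-BHQ-2 THF-containing duplex, 50 nM; human APE1 0.75 nM after 15 min room-temperature exposure to compound; kinetic three-point read at one-minute spacing.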
BLM helicase inh: blocks DNA unwinding by human BLM helicase. Potency, µM (highest dose often 56.1 µM), inactives show at the highest dose activity change, negative = inhibition, actives largely listed as inhibitors. recombinant BLM DNA unwinding, fluorescence dequenching. 0.2% of 350,000 active;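 further: plate controls were vehicle for no effect and no enzyme for full effect; nearly all actives have a fitted effect of over 35% in size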
Apoferritin bind: binds horse apoferritin like a general anesthetic. P02791. 0.074% of 350,000 active. AID 485281. Potency, µM (top dose mostly 77.5 µM), without a hit: at the highest dose activity change, negative = displacement, actives largely listed as inhibitors. apoferritin/1-aminoanthracene competitive binding, fluorescence; further: on the % scale 0 is the no-effect control and ±100 the full control effect; nearly all actives have a fitted effect of over 20% in size
Target sequence (P02791 2-175 limits assumed): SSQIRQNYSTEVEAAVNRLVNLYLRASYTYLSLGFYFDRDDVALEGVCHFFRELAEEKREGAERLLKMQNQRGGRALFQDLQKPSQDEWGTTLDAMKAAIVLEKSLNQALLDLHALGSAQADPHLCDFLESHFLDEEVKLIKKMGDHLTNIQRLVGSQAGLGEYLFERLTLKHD
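Concentration-response curves derived by four-parameter Hill fitting of normalized fluorescence, where compounds displaced 1-AMA from 10 uM horse apoferritin following a brief 10 min room-temperature incubation; propofol titration acted as positive control.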
G9a inh: G9a (human) methyltransferase inhibition. Q96KQ7. Potency, µM (highest dose often 102 µM), inactives show at the top dose activity, negative = inhibition, most hits filed as inhibitors. G9a H3K9 monomethylation, AlphaScreen, 2 h. 8.8% of 350,000 active; further: on the % scale 0 is the no-effect control and ±100 the full control effect; nearly all actives have a fitted effect of over 75% in size
Target sequence (Q96KQ7 913-1193 limits assumed): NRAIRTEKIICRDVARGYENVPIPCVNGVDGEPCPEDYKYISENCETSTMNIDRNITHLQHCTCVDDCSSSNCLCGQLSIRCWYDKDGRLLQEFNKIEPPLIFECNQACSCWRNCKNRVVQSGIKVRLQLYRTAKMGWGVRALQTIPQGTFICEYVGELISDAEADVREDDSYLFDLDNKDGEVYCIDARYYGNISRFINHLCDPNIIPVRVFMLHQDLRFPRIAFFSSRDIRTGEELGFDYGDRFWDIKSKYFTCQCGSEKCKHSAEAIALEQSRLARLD
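Chemiluminescent proximity detection of H3K9 monomethylation, read after 10 min bead incubation in the dark. Reaction: 20 nM G9a, 500 nM biotin-H3K9 peptide, 20 uM SAM cofactor, 2 h, room temperature, following 15 min enzyme-compound preincubation.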
POLH inh: DNA polymerase eta (human) inhibition. 1.2% of 390,000 active. Q9Y253. recombinant Pol eta, fluorescent DNA replication assay. Potency, µM (series often up to 114 µM), without a hit: top-dose activity change, negative = inhibition, most hits filed as inhibitors; further: on the % scale 0 is the no-effect control and ±100 the full control effect
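Fluorescent replication assay: 50 nM final substrate added after a 15 min room-temperature compound preincubation with 10 nM enzyme. Signal taken at 0 min and again at 10 min.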
BAZ2B inh: blocks human BAZ2B; AlphaScreen BAZ2B-H3K14Ac peptide displacement; Potency, µM (series often up to 114 µM), without a hit: at the highest dose activity change, negative = inhibition, hits mostly inhibitors; 4.4% of 360,000 active; further: on the % scale 0 is the no-effect control and ±100 the full control effect; nearly all actives have a fitted effect of over 60% in size
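BAZ2B (50 nM) with biotin-H3(5-23)K14Ac peptide (50 nM) in PBS pH 7.4, 0.01% Tween-20, preformed 30 min, then compound 30 min at room temperature; top concentration 110uM. AlphaScreen streptavidin donor/nickel chelate acceptor beads (10 ug/mL final), 20 min dark, signal read.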
POLK inh: inhibitors of human DNA polymerase kappa; Q9UBT6; purified Pol kappa, fluorescent DNA synthesis assay, 10 min; Potency, µM (doses to about 107 µM), inactives show at the top dose activity, negative = inhibition, usual class: inhibitors; 0.53% of 400,000 active; AID 588579; further: on the % scale 0 is the no-effect control and ±100 the full control effect
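Here, compound and 10 nM enzyme are combined for 15 min at room temperature; adding 50 nM substrate (final) starts DNA synthesis, tracked by fluorescence at 0 and 10 min against buffer-only wells.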
Numbers without * were called inactive; ? = inconclusive; / = no result given; [ ] = dose if it differs, or a comment. The call rests on the fitted dose curve; in most records, active means well fitted curve in the direction sought with a large enough effect; inconclusive means small, poorly fitted or top-dose-only effect, or another doubt; inactive means no such curve, though single readings can be large; an effect the other way counts as inactive or inconclusive. Potency means the concentration at half of the fitted maximal effect. This is a subset; the hit share may differ from the screen's.

mol	Apoferritin bind	POLK inh	Pol iota inh	POLB inh	G9a inh	BLM helicase inh	POLH inh	APEX1 inh	BAZ2B inh
O=C(CCNC(=O)C1CCN(S(=O)(=O)c2ccccc2)CC1)NCc1ccc(Cl)cc1Cl	-9%	9%	14%	15%	13%	4%	-11%	23%	-17%
Oc1ccccc1-c1cc(-c2ccc3c(c2)OCCO3)n[nH]1	?	-8%	0%	1%	-49%[59 µM]	-10%	0%	-7%	-29%
Cc1cc(OC(C)C(=O)NCC2CCCO2)cc(C)c1Cl (centres undefined)	-15%	5%	5%	-1%	-9%[12.7 µM]	-4%	-2%	-13%	1%
O=C(Nc1ccc(Cl)cn1)Nc1ccccc1F	6%	-5%	6%	-14%	20%[59 µM]	1%	-12%	5%	-6%
COc1ccccc1CCNC(=O)c1cccc(S(=O)(=O)NCc2ccccc2)c1	/	-14%	12%	/	-32%[59 µM]	/	-11%	9%	5%
COc1ccc(CNC(=O)c2ccc(NC(=O)CC3SC(N4CCCC4)=NC3=O)cc2)cc1 (centres undefined)	-14%	7%	19%	31%	33%[0.501 µM]	0%	-3%	-1%	?
CN(CCOc1ccc(Cl)cc1)C(=O)CN1C(=O)NC2(CCCCC2)C1=O	/	-2%	22%	/	-2%[12.7 µM]	/	-21%	9%	12%
C=C1CCC[C@]2(C)C[C@H]3OC(=O)C(CNC(C)(CO)CO)[C@H]3CC12 (some centres undefined)	3%	-4%	28%	4%	31%	-4%	-22%	16%	2%
O=S(=O)(c1ccc(F)cc1)N1CCN(C(=S)NC2CC2)CC1	/	21%	6%	/	26%[59 µM]	/	-17%	2%	12%
CCOC(=O)c1c(C)[nH]c(C(=O)COC(=O)CNC(=O)c2ccccc2Cl)c1C	?	-8%	29%	13%	4%[59 µM]	3%	-10%	5%	-32%
COc1ccccc1-c1nc(SCC(=O)NCc2ccccc2)c2c(=O)n(C)c(=O)n(C)c2n1	3%	-1%[60.1 µM]	11%	20%	2%[59 µM]	0%	-5%	/	4%
Cc1ccc(C)c(NC(=O)c2sc(Cl)nc2C)c1	-11%	4%	7%	4%	15%[59 µM]	4%	-17%	14%	6%
Cc1cc(C)c(NC(=O)CNC(=O)COC(=O)C2CCN(c3ccc(C(F)(F)F)cn3)CC2)c(C)c1	-17%	-8%	3%	0%	17%	-8%	-20%	8%	-14%
CCc1cccc(CC)c1NC(=O)COC(=O)c1ccc2c(c1)S(=O)(=O)c1ccccc1C2=O	1%	-14%	2%	49%	18%[59 µM]	3%	-5%	19%	-4%
CC(=O)CC(C)(C)n1nnc(-c2ccccc2)n1	4%	-15%	16%	?	-30%[12.7 µM]	0%	-15%	-5%	5%
CCC(C)NC(=O)Cn1c(=O)n(Cc2ccc(C(=O)NCc3ccccc3OC)cc2)c(=O)c2ccccc21 (centres undefined)	-7%	-2%	-12%	?	6%[59 µM]	-1%	-5%	/	2%
CCOc1ccccc1NC(=O)CCNS(=O)(=O)c1ccc(NC(C)=O)cc1	2%	2%	-5%	32%	19%	-4%	-16%	27%	4%
CCc1c(C)nc(N2CCN(c3ccccc3F)CC2)[nH]c1=O	2%	-10%	-18%	-2%	/	-3%	-8%	-3%	16%
COc1ccccc1C(=O)NC(=O)COC(=O)Cn1cnc2c1c(=O)n(C)c(=O)n2C	/	-13%	2%	/	-24%	/	-6%	16%	-1%
COCCCNC(=S)N/N=C/c1ccc(O)cc1	1%	7%	0%	-28%	7%	-8%	-1%	1%	-18%
C#CCNC(=O)C1=C[C@@H](c2csc3ccccc23)C[C@@H](OCc2ccc(CO)cc2)O1	-6%	5%	3%	7%	0%[12.7 µM]	-9%	-17%	-1%	-24%
COc1ccc(CCNC(=O)CNCCc2ccc(F)cc2)cc1	-7%	5%	?	-24%	-18%	0%	3%	30%	79µM*
O=C(Nc1cc(F)ccc1F)C1CCN(S(=O)(=O)c2cccc3nonc23)CC1	-6%	-3%	46%[activator]	9%	?	-4%	-3%	0%	-2%
CCCCNc1c(-c2ccc(SC(C)CC)cc2)nc2cnccn12 (centres undefined)	/	-17%	?	/	/	/	-19%	-14%	/
CCc1ccccc1N1CN(Cc2cccnc2)CNC1=S	-4%	4%	-18%	44%[activator]	/	-3%	-3%	-4%	-2%
COc1ccc(S(=O)(=O)N2CCCC2CNC(=O)C(=O)NCc2ccco2)cc1 (centres undefined)	/	-14%	51%[activator]	/	-28%	/	-8%	28%	-31%
CCN(CC)CCNC(=O)CS(=O)Cc1nc(-c2ccccc2Cl)oc1C (centres undefined)	-8%	0%	4%	36%	-18%	3%	-6%	0%	1%
CCN(CC)S(=O)(=O)c1cccc2nsnc12	-2%	-2%	7%	-5%	?	-3%	-3%	2%	14%
O=C(NCc1ccccc1F)c1ccncc1	2%	-16%	29%	4%	26%	-1%	-5%	37%	1%
Cc1cc(Nc2ccccc2C)nc(-n2nc(C)cc2C)n1	-8%	1%[60.1 µM]	9%	-1%	-3%[59 µM]	0%	-24%	/	-38%

Exported field by field: four of the compounds above.
CCN(CC)CCNC(=O)CS(=O)Cc1nc(-c2ccccc2Cl)oc1C (centres undefined)
- Apoferritin bind: -8%
- POLK inh: 0%
- Pol iota inh: 4%
- POLB inh: 36%
- G9a inh: -18%
- BLM helicase inh: 3%
- POLH inh: -6%
- APEX1 inh: 0%
- BAZ2B inh: 1%
CCN(CC)S(=O)(=O)c1cccc2nsnc12
- Apoferritin bind: -2%
- POLK inh: -2%
- Pol iota inh: 7%
- POLB inh: -5%
- G9a inh: ?
- BLM helicase inh: -3%
- POLH inh: -3%
- APEX1 inh: 2%
- BAZ2B inh: 14%
O=C(NCc1ccccc1F)c1ccncc1
- Apoferritin bind: 2%
- POLK inh: -16%
- Pol iota inh: 29%
- POLB inh: 4%
- G9a inh: 26%
- BLM helicase inh: -1%
- POLH inh: -5%
- APEX1 inh: 37%
- BAZ2B inh: 1%
Cc1cc(Nc2ccccc2C)nc(-n2nc(C)cc2C)n1
- Apoferritin bind: -8%
- POLK inh: 1%[60.1 µM]
- Pol iota inh: 9%
- POLB inh: -1%
- G9a inh: -3%[59 µM]
- BLM helicase inh: 0%
- POLH inh: -24%
- APEX1 inh: /
- BAZ2B inh: -38%

Next section
mol	Apoferritin bind	POLK inh	Pol iota inh	POLB inh	G9a inh	BLM helicase inh	POLH inh	APEX1 inh	BAZ2B inh
CC1=CC2=NCC(O)CN2C=C1 (centres undefined)	-5%	8%	35%[activator]	6%	13%[59 µM]	-3%	-11%	-4%	-4%
CCOC(=O)c1ccc(P(=O)(c2ccccc2)c2ccccc2)cc1	-9%	5%	-12%	30%	25%[0.501 µM]	-6%	0%	26%	4%
CS(=O)(=O)Nc1ccc(N2CCCCC2)c(Cl)c1	-4%	-9%	2%	-16%	1%[12.7 µM]	4%	5%	-3%	23%
COC(=O)c1ccc(C)c(NC(=O)Cn2cnc3ccccc3c2=O)c1	-23%	-14%	16%	?	-8%[12.7 µM]	-2%	-9%	9%	-4%
C/C(=N\NC(=O)C1CCCN(S(=O)(=O)c2ccccc2)C1)c1ccncc1 (centres undefined)	-3%	4%	6%	0%	14%[59 µM]	1%	-8%	-1%	-5%
Cc1ccc(C(=O)N(C)CC(=O)Nc2ccc(Cl)c(C(F)(F)F)c2)cc1S(=O)(=O)N1CCCCC1	/	-17%	-3%	/	-4%[12.7 µM]	/	-23%	16%	6%
CCCCCN(CCCCC)C(=O)[C@H](CCC(=O)O)NC(=O)[C@H](Cc1ccc(OP(=O)(O)O)cc1)NC(C)=O	6%	-14%[12 µM]	/	/	/	1%	/	-2%	/
CCOC(=O)N1CCN(S(=O)(=O)c2ccc(C(=O)Nc3sc4c(c3C(N)=O)CC(C)(C)NC4(C)C)cc2)CC1	-10%	-12%	1%	0%	50µM*	-7%	-15%	72%[activator]	-23%
O=C(COC(=O)c1n[nH]c2ccccc12)NCc1ccccc1	?	3%	-1%	9%	-11%[59 µM]	-7%	-10%	0%	-1%
C=CCNC(=O)/C(C#N)=C/c1ccc(C(=O)O)cc1	-4%	-1%	?	-10%	?	-6%	-15%	1%	-7%
COc1cccc(CN2CCN(CC(=O)Nc3ccccc3Cl)CC2)c1	-16%	-7%	-5%	3%	18%	-3%	-15%	-4%	-2%
CCCCn1c2ccc(C)cc2c2nnc(SCCN3CCCCC3)nc21	3%	9%	-16%	-9%	?	33%[activator]	-16%	-4%	-1%
COc1ccc(NC(=O)CSc2ncnc3c2cnn3Cc2ccccc2)cc1	-14%	-13%	11%	6%	7%[59 µM]	-10%	3%	1%	8%
Cn1c(=O)[nH]c(=O)c2c1nc(NCCCn1ccnc1)n2Cc1ccccc1	8%	-23%	3%	-1%	10%[12.7 µM]	2%	-8%	-2%	10%
CCCSCCCNC(=O)c1cc2c(s1)CS(=O)(=O)C2	-7%	-6%	10%	9%	3%[2.33 µM]	-8%	-8%	?	7%
O=C(Nc1ccccc1)c1ccc(NCCN2CCOCC2)c(S(=O)(=O)N2CCOCC2)c1	1%	-3%	22%	-2%	-9%[59 µM]	-2%	8%	-2%	3%
CC(C)c1ccc(NC(=O)C2=NNC(=O)CC2)cc1	-2%	5%	54%[activator]	13%	11%[59 µM]	-2%	-12%	-2%	6%
COc1cc(N)cc(NC(=O)c2ccncc2)c1	-14%	0%	10%	0%	-1%[59 µM]	-2%	-6%	-2%	-4%
O=C(Oc1cc(-c2ccccc2)no1)c1ccc(F)cc1	-3%	-16%	-16%	1%	-23%	-1%	-10%	-2%	-7%
CCOC(=O)COc1ccc(C2NC(C(=O)O)CS2)cc1 (centres undefined)	5%	-12%	3%	0%	?	-1%	-3%	-2%	56µM*
Cc1c(C(=O)N(Cc2cccs2)C2CCS(=O)(=O)C2)oc2ccccc12 (centres undefined)	-22%	-5%	4%	19%	28%	-6%	-12%	3%	11%
Cc1cccc(Nc2nc(N)nc(-c3oc4ccccc4c3C)n2)c1	5%	-7%	10%	23%	/	?	-27%	-11%	-10%
Cn1c(=O)c2c(nc(NCC3CCCO3)n2Cc2ccccc2)n(C)c1=O (centres undefined)	-7%	-4%	3%	4%	3%[59 µM]	-10%	-1%	-3%	2%
O=C(c1cc2cc(C(F)(F)F)ccc2s1)N1CCOCC1	-11%	5%	108%[activator]	4%	-3%	-2%	-9%	0%	2%
